Source: PubChem BioAssay
IDH1 R132H inh: IDH1 R132H (human) inhibition; O75874; IDH1 R132H reductase, diaphorase/resazurin fluorescence, 60 min; inhibition, % at 10 µM; 70,000 compounds, 0.18% hits; in the data active = inhibition above about 34%;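 also: 0% = DMSO and 100% = no enzyme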
PRC2 inh: blocks human EZH2/PRC2 H3K27 methylation | Q15910 | DELFIA TRF, 1 h | inhibition, % at 12.5 µM | 57,000 compounds, 0.35% hits | AID 651548;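 active = mean inhibition of replicates at least 50% and every single replicate also reaching 50%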;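 also: dimethyl H3K27 on biotinylated H3 21-44 peptide detected by antibody; plate controls were median neutral control wells for no effect and median positive control wells for full effect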
Target sequence (Q15910 whole entry, looked up): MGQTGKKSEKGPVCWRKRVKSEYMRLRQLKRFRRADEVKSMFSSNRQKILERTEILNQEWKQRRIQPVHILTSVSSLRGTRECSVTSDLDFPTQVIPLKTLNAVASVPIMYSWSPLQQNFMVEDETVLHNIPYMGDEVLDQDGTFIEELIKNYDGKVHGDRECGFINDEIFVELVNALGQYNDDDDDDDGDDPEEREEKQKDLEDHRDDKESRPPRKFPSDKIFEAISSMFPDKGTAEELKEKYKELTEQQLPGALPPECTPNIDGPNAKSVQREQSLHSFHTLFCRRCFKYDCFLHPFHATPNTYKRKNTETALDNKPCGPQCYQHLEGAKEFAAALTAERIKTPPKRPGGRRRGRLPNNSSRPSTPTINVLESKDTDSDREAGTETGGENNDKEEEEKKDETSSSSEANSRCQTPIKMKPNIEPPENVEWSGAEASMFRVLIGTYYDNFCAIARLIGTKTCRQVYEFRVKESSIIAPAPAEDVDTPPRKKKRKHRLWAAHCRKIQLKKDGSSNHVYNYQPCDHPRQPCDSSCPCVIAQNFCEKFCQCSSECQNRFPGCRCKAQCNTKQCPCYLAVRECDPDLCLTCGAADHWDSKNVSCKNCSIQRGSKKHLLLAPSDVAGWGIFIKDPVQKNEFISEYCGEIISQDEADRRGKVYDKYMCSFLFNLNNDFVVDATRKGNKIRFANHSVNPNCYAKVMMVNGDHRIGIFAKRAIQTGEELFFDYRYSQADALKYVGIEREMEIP
Starred values were filed as active, the others as inactive; . = no result given.

SMILES | IDH1 R132H inh | PRC2 inh
CO[C@H]1CN(C)C(=O)c2ccc(NS(=O)(=O)CC(F)(F)F)cc2OC[C@H](C)N(Cc2nccs2)C[C@H]1C | 0.5 | -3
CO[C@H]1CN(C)C(=O)c2ccc(NC(C)=O)cc2OC[C@@H](C)N(C(=O)c2ccncc2)C[C@@H]1C | -0.1 | 1
Cc1ccc(S(=O)(=O)Nc2cccc3c2O[C@H](CN(C)C(=O)NC2CCCCC2)[C@@H](C)CN([C@@H](C)CO)C3=O)cc1 | . | -6
COc1ccc(NC(=O)N(C)C[C@H]2Oc3ccc(NS(=O)(=O)c4ccc(C)cc4)cc3C(=O)N([C@@H](C)CO)C[C@H]2C)cc1 | -0.2 | .
C[C@@H]1CN([C@@H](C)CO)C(=O)c2cc(NC(=O)Nc3ccc(C(F)(F)F)cc3)ccc2O[C@@H]1CN(C)CC1CC1 | . | -41
COCc1cn(CC[C@H]2CC[C@H](NC(=O)Nc3ccc4c(c3)OCO4)[C@@H](CO)O2)nn1 | 0.6 | 1
CO[C@@H]1CN(C)C(=O)c2ccc(NC(=O)C3CCOCC3)cc2OC[C@H](C)N(C(C)=O)C[C@H]1C | 0.3 | 5
COc1ccc(C(=O)CSc2nc3ccccc3c(=O)[nH]2)cc1OC | -0.1 | -2
C[C@H]1CN([C@@H](C)CO)S(=O)(=O)c2ccc(-c3ccncc3)cc2O[C@@H]1CN(C)C(=O)C1CCC1 | 1.9 | 13
C[C@H](CO)N1C[C@H](C)[C@H](CN(C)C)Oc2ccc(NC(=O)Cc3ccccc3)cc2CC1=O | -0.5 | -5
COc1ccccc1-c1cnc2c(c1)C(=O)N([C@H](C)CO)C[C@H](C)[C@H](CN(C)C(C)=O)O2 | -12 | 7
O=C(CSc1nnc(-c2ccccn2)n1-c1ccccc1)Nc1ccc2cn[nH]c2c1 | -0.1 | -6
O=C(c1cnc2ccccn12)C(F)(F)SCc1c(Cl)cccc1Cl | -1.5 | 59*
C[C@@H]1CN([C@@H](C)CO)C(=O)c2cc(C#Cc3ccncc3)cnc2O[C@H]1CN(C)Cc1ccncc1 | 24 | 10
COc1ccc(NC(=O)Nc2cccc3c2O[C@@H](CN(C)Cc2ccc4c(c2)OCO4)[C@H](C)CN([C@@H](C)CO)C3=O)cc1 | 1.7 | -6
COC(=O)C[C@@H]1C[C@@H]2c3cc(NS(C)(=O)=O)ccc3O[C@@H]2[C@@H](CO)O1 | -0.3 | 2
CCCNC(=O)N(C)C[C@@H]1Oc2ncc(C#CC3(O)CCCC3)cc2C(=O)N([C@@H](C)CO)C[C@H]1C | 0.3 | 2
O=C(N[C@@H]1CC[C@H](CCNC(=O)C2CC2)O[C@H]1CO)c1ccncc1 | -0.2 | 0
CC(C)NC(=O)Nc1ccc2c(c1)C(=O)N([C@@H](C)CO)C[C@@H](C)[C@H](CN(C)C)OCCCC[C@@H](C)O2 | 0.8 | -12
C[C@@H]1CN([C@H](C)CO)C(=O)c2cc(N(C)C)ccc2O[C@@H](C)CCCCO[C@@H]1CN(C)S(=O)(=O)c1ccc(F)cc1 | . | -8
CCCNC(=O)C[C@@H]1C[C@H]2c3cc(NS(=O)(=O)c4ccccc4)ccc3O[C@H]2[C@@H](CO)O1 | -0.4 | -5
COc1cccc(C(=O)Nc2cc(C)ccc2NC(=O)COc2ccccc2)c1 | 0.0 | -1
C[C@H]1CCCCO[C@H](CN(C)S(=O)(=O)c2cccs2)[C@@H](C)CN([C@@H](C)CO)C(=O)c2cc(NC(=O)Nc3ccccc3)ccc2O1 | -6.2 | .
COc1cccc(C(=O)Nc2ccc3c(c2)C(=O)N(C)C[C@H](OC)[C@@H](C)CN(CCc2ccccc2)[C@H](C)CO3)c1 | -0.3 | -5
CCCc1cn(CC[C@@H]2CC[C@@H](NS(=O)(=O)c3ccccc3Cl)[C@H](CO)O2)nn1 | 0.4 | 5

Compound profiles, as listed above:
Shown for CO[C@H]1CN(C)C(=O)c2ccc(NS(=O)(=O)CC(F)(F)F)cc2OC[C@H](C)N(Cc2nccs2)C[C@H]1C → IDH1 R132H inh = 0.5; PRC2 inh = -3
Shown for O=C(N[C@@H]1CC[C@H](CCNC(=O)C2CC2)O[C@H]1CO)c1ccncc1 → IDH1 R132H inh = -0.2; PRC2 inh = 0
Shown for COc1ccc(NC(=O)N(C)C[C@H]2Oc3ccc(NS(=O)(=O)c4ccc(C)cc4)cc3C(=O)N([C@@H](C)CO)C[C@H]2C)cc1 → IDH1 R132H inh = -0.2; PRC2 inh = .

(continued)
SMILES | IDH1 R132H inh | PRC2 inh
O=C(C[C@H]1C[C@H]2c3cc(NC(=O)c4cccnc4)ccc3O[C@H]2[C@H](CO)O1)NCc1ccccn1 | -0.2 | -6
C[C@@H]1CN([C@H](C)CO)C(=O)c2cccc(NC(=O)C3CCOCC3)c2O[C@@H]1CN(C)Cc1ccc(C(F)(F)F)cc1 | 0.4 | -11
Cc1ccccc1S(=O)(=O)NCC[C@@H]1CC[C@H](NC(=O)C2CCC2)[C@H](CO)O1 | -0.1 | -1
CCCNC(=O)N(C)C[C@H]1Oc2ncc(C#C[C@@H](C)O)cc2C(=O)N([C@@H](C)CO)C[C@@H]1C | . | -8
C[C@@H]1CN([C@H](C)CO)C(=O)Cc2cc(NC(=O)CCCCCC(=O)Nc3ccccc3N)ccc2O[C@H]1CN(C)Cc1ccccc1 | 0.0 | -18
COc1ccc(C)cc1N(CC(=O)Nc1cccc(Cl)c1Cl)S(C)(=O)=O | 0.2 | -7
C[C@@H]1CN([C@H](C)CO)C(=O)Cc2cc(NC(=O)Nc3cccc4ccccc34)ccc2O[C@H]1CN(C)S(C)(=O)=O | . | -9
CCC(=O)Nc1ccc2c(c1)C(=O)N(C)C[C@@H](OC)[C@@H](C)CN(C(=O)c1cccnc1)[C@H](C)CO2 | -0.2 | -2
C[C@H]1CN([C@@H](C)CO)C(=O)c2cc(-c3ccncc3)cnc2O[C@H]1CN(C)C(=O)c1cccc(F)c1 | 0.7 | .
CN(C)C(=O)C[C@@H]1C[C@H]2c3cc(NC(=O)C4CCC4)ccc3O[C@H]2[C@H](CO)O1 | 52* | 10
CO[C@@H]1CN(C)C(=O)c2ccc(NC(C)=O)cc2OC[C@@H](C)N(Cc2ccccc2F)C[C@@H]1C | -0.2 | -3
C[C@H](CO)N1C[C@H](C)[C@@H](CN(C)C(=O)Nc2ccc(C(F)(F)F)cc2)Oc2ccc(NS(C)(=O)=O)cc2CC1=O | -0.1 | 7
COC(=O)CCCCCCC(=O)N/N=C/[C@@H](O)[C@H](O)[C@H](O)CO | . | -7
O=C(N[C@H]1CC[C@H](CCNC(=O)C2CCC2)O[C@@H]1CO)c1ccncc1 | -0.1 | -5
O=S(=O)(N[C@H]1CC[C@H](CCn2cc(C3(O)CCCC3)nn2)O[C@H]1CO)c1ccccc1 | 0.1 | -6
O=C(N[C@H]1CC[C@H](CCn2cc(-c3ccccn3)nn2)O[C@@H]1CO)c1ccc(F)cc1 | -0.2 | 12
C[C@H](C(=O)N(C)C[C@@H]1OCc2ccccc2-c2ccccc2C(=O)N([C@@H](C)CO)C[C@@H]1C)c1ccccc1 | . | 3
C[C@H]1CN([C@@H](C)CO)C(=O)Cc2cc(NS(=O)(=O)c3ccc(Cl)cc3)ccc2O[C@H]1CN(C)Cc1ccc(C(=O)Nc2ccccc2N)cc1 | 0.1 | -5
C[C@@H]1CN([C@H](C)CO)C(=O)c2cccc(NC(=O)c3ccncc3)c2O[C@@H]1CN(C)CC1CCCCC1 | 0.6 | -5
CCCNC(=O)N1C[C@@H](C)[C@H](OC)CN(C)C(=O)c2ccc(NC(=O)CCC)cc2OC[C@H]1C | 0.2 | 1
C[C@@H]1CN([C@H](C)CO)C(=O)c2cc(NC(=O)Cn3cnnn3)ccc2O[C@H]1CN(C)Cc1ccc(C(F)(F)F)cc1 | . | -2
COc1cccc(-c2cnc3c(c2)C(=O)N([C@H](C)CO)C[C@H](C)[C@H](CN(C)C(=O)Nc2ccccc2F)O3)c1 | . | -14
CC(C)NC(=O)N(C)C[C@@H]1Oc2cc(C#CCN(C)C)ccc2S(=O)(=O)N([C@H](C)CO)C[C@H]1C | -0.9 | 2
COC(=O)CCCCCCC(=O)N/N=C/c1ccncc1Br | 0.4 | 6
CO[C@@H]1CN(C)C(=O)c2ccc(NC(=O)Nc3ccccc3F)cc2OC[C@H](C)N(C)C[C@H]1C | -0.2 | -10
Further compounds follow.
SMILES | IDH1 R132H inh | PRC2 inh
O=C(C[C@@H]1C=C[C@@H](NC(=O)c2cccnc2)[C@@H](CO)O1)NCCN1CCCCC1 | 0.1 | 2
C[C@@H]1CN([C@@H](C)CO)C(=O)c2cc(C#C[C@@H](C)O)cnc2O[C@@H]1CN(C)C(=O)Nc1ccc(C(F)(F)F)cc1 | . | 2
C[C@H](CO)N1C[C@H](C)[C@@H](CN(C)C(=O)c2ccccc2)OCc2ccccc2-c2ccccc2C1=O | -0.5 | -9
O=C1CCC=CC1(O)C(=O)OCc1cccc(O)c1OC1OC(CO)C(O)C(O)C1O (stereo not given) | 0.4 | 0
C[C@@H]1CN([C@@H](C)CO)S(=O)(=O)c2ccc(-c3cccc(F)c3)cc2O[C@H]1CN(C)C(=O)Nc1cc(F)ccc1F | 2.8 | .
O=C(NCC[C@@H]1CC[C@@H](NS(=O)(=O)c2ccc(F)cc2)[C@H](CO)O1)Nc1ccc(F)cc1 | 0.2 | -11
COCC(=O)N(C)C[C@H]1Oc2cc(C#CCC(C)C)ccc2S(=O)(=O)N([C@@H](C)CO)C[C@@H]1C | -4.6 | -11
COCC(=O)N(C)C[C@@H]1Oc2ncc(C#CCC3CCCC3)cc2C(=O)N([C@@H](C)CO)C[C@H]1C | 1.7 | -7
CN1CCN(C(=O)C[C@H]2CC[C@H](NS(=O)(=O)c3cccc(F)c3)[C@H](CO)O2)CC1 | -0.2 | 9
Cc1nc2sccn2c(=O)c1CCN1CCC(=C(c2ccccc2)c2ccc(F)cc2)CC1 | -0.4 | -7
Cc1ccccc1-c1ccc2c(c1)O[C@@H](CN(C)C(=O)c1ccccn1)[C@@H](C)CN([C@@H](C)CO)S2(=O)=O | 1.5 | 12
O=c1ccc2ccc(Oc3ncnc4scc(-c5ccc(F)cc5)c34)cc2o1 | 1.0 | 2
CS(=O)(=O)N(CC(=O)Nc1cccc2ccccc12)c1ccc(Cl)cc1 | -0.3 | -5
C[C@@H]1CN([C@@H](C)CO)C(=O)c2cc(NC(=O)CCN3CCOCC3)ccc2O[C@H]1CN(C)C | . | -4
O=C(NCC[C@@H]1CC[C@H](NC(=O)C2CCCCC2)[C@@H](CO)O1)Nc1ccc(Cl)cc1 | 0.2 | 3
Cc1ccccc1CN(C)C[C@@H]1OCc2cn(nn2)CCCC(=O)N([C@H](C)CO)C[C@@H]1C | 1.1 | -4
CCC(=O)N(C)C[C@H]1Oc2cc(C#CC3CC3)ccc2S(=O)(=O)N([C@H](C)CO)C[C@H]1C | . | -6
O=C(COc1ccc([N+](=O)[O-])cc1)Nc1ccc2oc(-c3ccccc3F)nc2c1 | 0.3 | -6
O=C(CC1CC1)Nc1ccc2c(c1)[C@H]1C[C@H](CC(=O)NC3CCCC3)O[C@@H](CO)[C@H]1O2 | 0.0 | -6
Cc1cc2ccccc2n2c(SCC(=O)NCc3ccco3)nnc12 | -0.5 | .
COc1ccc(S(=O)(=O)N(C)C[C@@H]2Oc3ncc(C#CC4(O)CCCC4)cc3C(=O)N([C@@H](C)CO)C[C@H]2C)cc1 | -0.8 | 3
COc1cccc(-c2cn(CC[C@@H]3CC[C@H](NC(C)=O)[C@H](CO)O3)nn2)c1 | -0.7 | 5
COc1ccc(S(=O)(=O)N[C@H]2C=C[C@H](CC(=O)NCc3ccccc3F)O[C@H]2CO)cc1 | 0.2 | -11
C[C@@H]1CN([C@@H](C)CO)C(=O)c2cc(Br)cnc2O[C@@H]1CN(C)Cc1cccc(F)c1 | -0.1 | -9
COC(=O)CCCCCCC(=O)NN=C1CCCCCCC1 | 0.6 | -5

Next part (4 carried over from the part before).
SMILES | IDH1 R132H inh | PRC2 inh
COc1cccc(-c2cn(CC[C@@H]3CC[C@H](NC(C)=O)[C@H](CO)O3)nn2)c1 | -0.7 | 5
COc1ccc(S(=O)(=O)N[C@H]2C=C[C@H](CC(=O)NCc3ccccc3F)O[C@H]2CO)cc1 | 0.2 | -11
C[C@@H]1CN([C@@H](C)CO)C(=O)c2cc(Br)cnc2O[C@@H]1CN(C)Cc1cccc(F)c1 | -0.1 | -9
COC(=O)CCCCCCC(=O)NN=C1CCCCCCC1 | 0.6 | -5
C[C@@H](NC(=O)C[C@H]1CC[C@H](NS(=O)(=O)c2cccc(F)c2)[C@H](CO)O1)c1ccccc1 | 0.0 | 4
C[C@@H]1CCCCO[C@@H](CN(C)C(=O)c2ccccc2)[C@H](C)CN([C@@H](C)CO)C(=O)c2cc(NC(=O)Nc3ccc4c(c3)OCO4)ccc2O1 | -1.0 | .
CNC[C@@H]1Oc2ccc(NS(=O)(=O)c3ccc(C)cc3)cc2CC(=O)N([C@@H](C)CO)C[C@@H]1C | 0.3 | 1
CO[C@@H]1CN(C)C(=O)c2cc(NC(=O)C3CCCC3)ccc2OC[C@@H](C)N(CCC(F)(F)F)C[C@@H]1C | -0.1 | 6
CS(=O)(=O)N(CC(=O)Nc1ccc(I)cc1)C1CCCCC1 | -0.8 | 25
O=C(O)CN(c1ccc2c(c1)OCCO2)S(=O)(=O)c1ccccc1 | -0.3 | -9
C[C@@H]1CCCCO[C@H](CN(C)C(=O)CCC(F)(F)F)[C@@H](C)CN([C@@H](C)CO)C(=O)c2cc(NC(=O)CCC(F)(F)F)ccc2O1 | -2.3 | .

Not all compounds are listed; count on the stated rates, not on these rows.
